M1 ag = human M1 muscarinic receptor agonists, primary screen, Fluo-8 calcium fluorescence, CHO-K1 cells, HTS | AID 588814, 2011 | CHO-K1 hM1, agonist mode; 0% DMSO, 100% acetylcholine EC100 | Muscarinic acetylcholine receptor M1 (Homo sapiens), P11229 | 0.33% of 360,000 active | activation, % at 3 µM;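 active means activation above the run's mean compound activation plus 3 SD, cut at about 16% in these data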;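 further: peak over basal fluorescence ratio within a 140 s kinetic read after compound addition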
CHO-K1 Ca ag = counter-screen for M1 agonists: effect in parental CHO-K1 cells | activation, % at 3 µM | 0.48% of 360,000 active | Fluo-8 calcium fluorescence; scaled to maximal ATP response, vehicle zero; in the data active means activation above about 15%;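 further: untransfected CHO-K1 host cells lacking M1 receptor as counterscreen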
CHO-K1 Ca antag = nonselective inhibitor or artifact in parental CHO-K1 cells; inhibition, % at 3 µM; ATP-induced calcium, Fluo-8 fluorescence; 0.6% of 360,000 active;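 active means inhibition above a per-plate cutoff, the plate's mean sample inhibition plus 3 SD, cut at about 24% in these data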;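 further: 0% = DMSO plus EC80 ATP and 100% = DMSO alone without ATP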
TAAR1 antag = human TAAR1 antagonists, primary screen, Fluo-8 calcium fluorescence, CHO RD-HGA16 cells. antagonist. inhibition, % at 3 µM. 1.5% of 360,000 active. Trace amine-associated receptor 1 (Homo sapiens), Q96RJ0;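 active means inhibition above a per-plate cutoff, the mean inhibition of test compounds on that plate plus 3 SD, cut at about 49% in these data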;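 further: 0% = DMSO plus EC80 beta-PEA response and 100% = DMSO alone without agonist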
Target sequence (Q96RJ0 whole entry, looked up): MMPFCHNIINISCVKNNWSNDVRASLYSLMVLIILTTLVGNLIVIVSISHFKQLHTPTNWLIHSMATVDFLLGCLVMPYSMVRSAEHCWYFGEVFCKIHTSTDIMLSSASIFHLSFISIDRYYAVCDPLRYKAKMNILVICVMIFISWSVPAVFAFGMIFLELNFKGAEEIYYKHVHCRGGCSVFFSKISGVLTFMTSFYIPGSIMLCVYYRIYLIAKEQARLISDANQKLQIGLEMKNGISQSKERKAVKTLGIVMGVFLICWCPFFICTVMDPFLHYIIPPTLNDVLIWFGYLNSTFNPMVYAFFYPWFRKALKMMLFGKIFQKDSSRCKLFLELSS
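Test system: hTAAR1-expressing CHO RD-HGA16 cells, Gα16-coupled; Probe or stimulus: EC80 β-phenethylamine stimulus; Compound dosing: single nominal final test compound concentration of 3 µM; Timing: 140 s kinetic read after compound, 140 s after agonist; Signal: Fluo-8 calcium-sensitive fluorescence; Measure: % inhibition of agonist calcium response; Controls: DMSO and EC80 PEA controls.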
CHO-K1 Ca PAM = nonselective calcium activators in parental CHO-K1 cells, primary screen, counter-screen for M1 PAM project, cell-based, Fluo-8 calcium fluorescence, full deck, 1536-well; ATP EC20; 0% at ATP EC20, 100% at ATP max; 0.02% of 360,000 active; activation, % at 3 µM; AID 602247, 2012;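 active means activation above the run cutoff, the mean activation of all test compounds plus 3 SD, cut at about 40% in these data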;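 further: peak over basal fluorescence ratio in a 140 s read after ATP addition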
TAAR1 agonist = human TAAR1 agonists, primary screen, Fluo-8 calcium fluorescence, CHO RD-HGA16 cells. activation, % at 3 µM. 0.99% of 360,000 active. Trace amine-associated receptor 1 (Homo sapiens), Q96RJ0. vehicle wells 0%, saturating PEA agonist 100%;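 active means activation above the mean activation of all test compounds in the run plus 3 SD, cut at about 38% in these data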
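Benchmarks: low control DMSO, high control PEA (EC100); System: CHO RD-HGA16 cells carrying human TAAR1 plus Gα16; Detection: Fluo-8 fluorescence, 5 s baseline then 140 s kinetic read; Schedule: 17-24 h plating, Fluo-8 75 min 37 °C, 30 min RT; Read-out basis: % activation from peak over basal fluorescence ratio, DMSO-to-PEA scaled.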
V1aR counter = agonists of human V1a receptor, primary screen, counter-screen for OXTR agonist project, fluorescence, CHO-V1R cells. Fluo-8 calcium fluorescence, agonist mode; 0% DMSO, 100% 3 nM vasopressin. activation, % at 3 µM. 0.25% of 320,000 active. AID 2797, 2010;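 active means activation above the mean activation of all tested compounds plus 3 SD, per screening run, cut at about 20% in these data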;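 further: signal is peak over basal fluorescence ratio across a 100 second FLIPR read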
CHO parental Ca = ATP-evoked calcium signal inhibitors, parental CHO, primary screen, counter-screen for OX1R antagonist project, cell-based, fluorescence, Fluo-8 calcium dye | AID 463079, 2010 | parental CHO-K1, ATP-induced calcium, Fluo-8 fluorescence | 0.63% of 330,000 active | inhibition, % at 5.6 µM;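 active means inhibition above that plate's mean sample inhibition plus 3 SD, cut at about 26% in these data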;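 further: 0% = ATP-challenged DMSO wells and 100% = DMSO wells without ATP; some compounds past the cut are filed as inactive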
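Material – parental CHO cells · Reagent – ATP stimulus · Compound – single nominal dose of 5.6 µM per compound · Detection – Fluo-8 fluorescence · Read-out basis – percent inhibition of calcium signal · Controls – ATP-challenged DMSO wells low, unchallenged DMSO wells high · Repeats – no replicates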
OXTR potentiator = human OXTR potentiators, primary screen, fluorescence, CHO-OTR cells, Fluo-8 calcium; Oxytocin receptor (Homo sapiens), P30559; Fluo-8 calcium fluorescence, potentiator mode; 0% = oxytocin EC15, 100% = EC100; activation, % at 3 µM; 0.061% of 320,000 active;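 active means activation above that plate's cutoff, the mean activation of tested compounds plus 3 SD, cut at about 6.6% in these data, passing the limit was not always enough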;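 further: 100% uses oxytocin at 75 nM as the full agonist control; some results filed as inactive read as strong as hits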
Target sequence (P30559 whole entry, looked up): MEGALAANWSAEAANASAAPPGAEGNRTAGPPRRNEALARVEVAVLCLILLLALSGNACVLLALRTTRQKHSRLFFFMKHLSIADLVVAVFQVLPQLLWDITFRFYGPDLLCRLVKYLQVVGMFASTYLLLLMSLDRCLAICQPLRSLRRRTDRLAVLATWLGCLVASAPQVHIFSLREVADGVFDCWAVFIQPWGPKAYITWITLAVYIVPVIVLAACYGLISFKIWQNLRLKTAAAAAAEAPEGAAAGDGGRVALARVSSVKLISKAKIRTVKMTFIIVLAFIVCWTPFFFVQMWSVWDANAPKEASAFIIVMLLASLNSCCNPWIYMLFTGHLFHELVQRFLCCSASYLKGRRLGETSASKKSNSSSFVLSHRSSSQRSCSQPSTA
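Assay system: CHO-OTR cells, human receptor / Also added: oxytocin at about EC15, sub-maximal agonist stimulus / Dosing: single dose, 3.0 µM nominal final compound concentration / Incubation: 6 min pre-incubation, 100 s read / Technique: Fluo-8 calcium dye fluorescence / Read-out: % activation vs EC15 and EC100 oxytocin / Benchmarks: EC15 oxytocin low, 75 nM oxytocin high / Replicates: singlicate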
Starred values were filed as active, the others as inactive; x = not tested or not shown.

SMILES	M1 ag	CHO-K1 Ca ag	CHO-K1 Ca antag	TAAR1 antag	CHO-K1 Ca PAM	TAAR1 agonist	V1aR counter	CHO parental Ca	OXTR potentiator
COc1ccc(/C=C/C(=O)Nc2ccccc2C(=O)O)cc1	-2.0	0.0	-7.9	-9.3	-0.9	1.3	0.3	1.7	4.5
Cc1cccc(/C=C/c2onc(C)c2S(=O)(=O)N2CCC(C(=O)N3CCC(C)CC3)CC2)c1	0.6	-0.1	-11.2	-14.8	2.9	-0.7	0.3	-3.0	-6.0
Cc1cccc(N2CCN(C(=O)c3c(Cl)cnn3C)CC2)c1C	-1.2	3.0	-13.2	-23.2	15.3	0.1	6.7	-12.4	-8.1
CCOC(=O)CSc1ccc(C(=O)Nc2ccc(OC)cc2)cn1	-3.6	1.5	-13.4	14.1	-3.4	1.9	2.7	-11.8	-7.6
Cc1ccc(C(=O)CC2(O)C(=O)N(CCc3ccccc3)c3ccc(Br)cc32)o1 (stereo unspecified)	-2.7	0.1	11.8	18.6	-3.9	13.2	0.6	-21.9	-16.3
O=C(O)c1cccc(Nc2ncnc3ccc(Br)cc23)c1	-4.0	0.6	-8.8	-8.5	22.1	0.1	-0.2	9.3	-3.5
Cc1nn(CC2CC2)c(=O)n1-c1ccc(Oc2ccccc2)cc1	-7.8	1.0	4.4	-23.8	-9.7	1.3	2.8	2.9	-19.0
Cc1ccc(-c2c(C#N)c(N)nc3c2CCCCCC3)o1	-0.1	0.1	-12.3	-4.3	-7.2	6.1	0.5	-6.6	-3.5
NC(=S)N=Nc1c(O)n(CC(=O)Nc2ccccc2)c2ccccc12	-2.2	-0.2	4.1	0.2	1.9	0.7	0.9	5.9	-2.4
NNC(=O)c1nc[nH]c1C(=O)Nc1ccccc1	-1.5	-0.5	-11.0	-15.6	9.6	2.6	0.0	-20.9	-8.3
COc1c(F)c(F)c(C(=O)Nc2ccccc2N2CCN(C(=O)C(C)C)CC2)c(F)c1F	-0.7	0.7	11.1	5.8	-5.2	6.0	-0.3	-19.4	-3.9
O=C(Nc1cc(S(=O)(=O)N2CCOCC2)ccc1N1CCOCC1)c1cc2c(s1)CCC2	-2.0	0.4	-1.1	3.8	-0.8	1.2	-0.2	-6.2	0.6
CCN(CC)C(=O)C1=C(C)NC(=O)NC1c1c(F)cccc1Cl (stereo unspecified)	2.0	0.2	3.5	5.9	-4.4	2.9	0.5	-3.9	-1.3
COC(=O)c1c(NC(=O)COC(=O)[C@@H](NS(=O)(=O)c2cccc(Cl)c2)C(C)C)sc2c1CCC2	-1.3	0.4	4.8	37.1	-12.8	-0.5	0.2	-12.8	-13.5
Cc1cc(C)c2nc(-c3ccco3)cc(C(=O)O)c2c1	-5.1	0.6	-6.0	11.7	14.8	-0.4	x	x	x
COc1cccc(-n2nc(C(=O)Nc3ccc4c(c3)OCO4)c3ccccc3c2=O)c1	-1.9	0.6	-2.1	x	4.4	x	0.3	-17.1	-7.0
Cc1cc(C)n(Cc2ccc(Cl)cc2Cl)c(=O)c1S(=O)(=O)c1ccccc1	-2.9	0.1	-7.9	25.3	7.3	13.1	0.5	-35.5	-0.6
C=CCC[C@@H](Cc1ccc(F)cc1)C(=O)OC[C@H](Cc1c[nH]c2ccccc12)NC(=O)[C@@H](CC=C)CC(=O)N[C@H](CO)Cc1ccccc1	-4.7	-0.3	4.6	55.0*	4.6	14.5	1.7	0.2	-10.8
C=CCn1c(C(CCCC)CC(C)O)n[nH]c1=S (stereo unspecified)	-3.4	-0.3	0.3	-10.7	-2.7	2.9	0.0	-6.8	-6.3
CC(C)Sc1n[nH]c(=O)n1-c1cccc(C(F)(F)F)c1	-2.9	5.7	0.8	-20.8	13.7	0.7	1.3	-9.7	-6.9
Cc1cc(C)c(NC(=O)Cn2cc3c(n2)CCCC3)c(C)c1	0.4	0.1	-5.4	-19.4	3.6	3.0	0.7	-11.3	-2.3
CCCCN1C(=O)CC(Sc2ccccc2C(=O)O)C1=O (stereo unspecified)	1.4	0.0	5.9	-22.2	1.6	3.9	-0.4	-5.2	1.1
CC(C)c1ccc(NC(=O)CCNS(=O)(=O)c2cccc3nsnc23)cc1	-5.8	3.5	-14.4	13.3	4.2	7.2	0.4	-9.2	-9.2
COc1ccc(-c2nc(-c3ccc(Br)o3)no2)cc1OC	-3.5	0.6	-1.5	-10.3	19.2	-0.1	0.1	-5.1	-5.5
COc1ccccc1CCNC(=O)NC1CCCCC1	-9.8	0.4	-6.8	-16.4	12.0	-0.2	-0.6	-5.3	-4.4
Cc1ccc(-c2csc3nc[nH]c(=S)c23)cc1C	-3.6	0.1	-6.1	3.5	17.5	5.1	0.0	-12.6	-2.6
Cc1cc(Cl)ccc1OCC(=O)Nc1nc(-c2cccnc2)cs1	-1.5	0.7	-15.8	-20.9	23.4	1.0	0.1	-18.9	-4.5
CCOCCn1ccc2c(OCC(=O)Nc3ccccc3OC)cccc2c1=O	-3.2	4.0	12.0	58.3*	-28.1	10.4	-1.3	-1.4	-14.6
O=C(Nc1ccc(OC(F)(F)F)cc1)c1ccccc1-n1cnnn1	-4.0	1.2	-7.2	7.4	-5.8	-3.0	2.6	-2.7	-3.1
Cc1cc2oc(=O)cc(CN3CCCCC3)c2cc1C	-1.5	0.6	-7.8	4.0	17.8	-0.5	-0.9	-8.3	-20.3
CCCCC(=O)Nc1nc2c(s1)COc1ccccc1-2	-7.3	0.2	-17.5	x	19.4	x	-0.1	-16.3	-2.0
CC(C)n1c(SCCCc2ccccc2)nc2c1c(=O)[nH]c(=O)n2C	-2.3	0.2	7.2	11.0	-0.6	15.8	x	x	x
CCOC(=O)CC1=C(C(=O)OCC)C(c2cccs2)C(C#N)=C(N)O1 (stereo unspecified)	-3.0	1.5	2.2	-26.9	13.4	-0.5	0.0	-9.4	-2.4
O=C(Cn1nc(-c2ccccc2)ccc1=O)Nc1cccc(NC(=O)c2ccccn2)c1	x	x	x	-27.7	x	1.3	-0.9	-21.7	-4.9
O=C(N/N=C/C1CC=CCC1)c1ccc(O)cc1O (stereo unspecified)	-5.0	10.9	3.0	-16.2	20.3	2.6	-0.8	-17.1	-5.6
Cc1cccc(C=NOCCc2ccccc2)n1	-2.1	0.4	0.5	-2.9	12.1	3.9	x	x	x
CCn1c(=O)[nH]c2cc(C(=O)N3CCN(c4ccccc4)CC3)ccc2c1=O	-3.6	0.3	-9.8	x	-5.5	x	-0.4	-7.1	-3.5
NC(=O)NN=C1CC2CC1C1C=CCC21 (stereo unspecified)	-1.6	-0.1	14.1	-21.5	-23.8	1.5	x	x	x
CCN(CC)c1ccc2c(C)c(Cl)c(=O)oc2c1	-15.3	1.8	-15.7	13.8	12.2	6.7	-1.6	-18.7	-6.8
CS(=O)(=O)c1ccc(C(=O)OCC(=O)NC(=O)C2CCCCC2)cc1[N+](=O)[O-]	-3.4	5.8	-14.6	15.4	25.7	3.2	5.0	17.5	-20.0
CCOc1ccccc1NC(=O)CCc1nnc2ccc(N3CCC(C)CC3)nn12	-10.4	1.5	-3.8	4.0	18.4	-0.6	-1.2	-15.1	-3.2
Oc1c(N=NC(=S)Nc2ccccc2F)c2ccccc2n1Cc1ccc(F)cc1	-1.5	0.0	-0.9	-14.4	14.3	-0.4	-0.1	-1.9	-9.8
CC(=O)Nc1cc(-c2cccc(NS(C)(=O)=O)c2)cn2c(-c3cccc(C(F)(F)F)c3)cnc12	5.5	6.2	-0.2	41.8	12.2	16.3	x	x	x
CC(Sc1ccc(S(=O)(=O)N2CCN(C)CC2)cn1)C(=O)NC1(C#N)CCCCC1 (stereo unspecified)	-2.8	4.8	11.5	-21.6	2.2	0.2	x	x	x
C[C@H](NS(=O)(=O)c1ccccc1)C(=O)N1CCN(C(c2ccccc2)c2ccccc2)CC1	-9.0	-0.3	-3.3	-7.0	-10.7	4.9	0.8	-22.7	-3.1
N=c1c(-c2nc3ccccc3[nH]2)cc(C(=O)c2ccco2)nn1-c1ccccc1	-5.1	3.2	-10.6	5.8	13.8	3.5	0.8	-22.8	-4.3
O=S(=O)(NCc1ccncc1)c1ccc(Br)s1	2.7	11.2	14.7	11.0	4.1	5.3	11.3	38.1	-21.4
O=S1(=O)CC(N2CCN(CCO)CC2)CN1C1CCCC1 (stereo unspecified)	-5.1	0.2	1.6	-9.2	6.1	-0.3	x	x	x
CC(=O)c1ccccc1N(C(=O)Cn1nnc2ccccc21)C(C(=O)NCC1CCCO1)c1ccc(N2CCOCC2)cc1 (stereo unspecified)	-2.4	-0.5	1.1	0.6	-11.3	4.7	5.2	-0.8	-21.0
CCC(=O)NC(=S)Nc1ccc(NC(=S)NC(=O)c2ccc(C)cc2)cc1	14.4	1.9	-15.5	-30.6	26.6	9.8	0.3	-10.1	8.8
COc1ccccc1C(=O)NCC(c1ccco1)N1CCc2ccccc21 (stereo unspecified)	-4.4	0.5	-6.9	14.1	22.8	2.7	-1.7	-36.1	-5.4
Cc1cccc(C)c1-n1nnnc1C1(C)CCC(=O)N1CCOc1ccccc1 (stereo unspecified)	x	6.1	-7.8	-6.4	22.6	3.2	x	x	x
Cc1ccc(-n2c([C@@H]3C[C@H]3c3ccccc3)n[nH]c2=S)cc1	-3.5	-0.1	-2.5	-2.9	5.0	-1.8	-0.6	-20.0	5.5
Cc1cc2c(cc(C(=O)OC(C)C(=O)NCc3ccccc3)n2C)o1 (stereo unspecified)	-3.3	0.2	1.6	-0.3	10.0	6.7	x	x	x

Three of the entries above in order of the M1 ag value, high to low.
compound	M1 ag
Oc1c(N=NC(=S)Nc2ccccc2F)c2ccccc2n1Cc1ccc(F)cc1	-1.5
COc1ccccc1C(=O)NCC(c1ccco1)N1CCc2ccccc21 (stereo unspecified)	-4.4
O=S1(=O)CC(N2CCN(CCO)CC2)CN1C1CCCC1 (stereo unspecified)	-5.1

From PubChem BioAssay
